Bioassay records deposited in PubChem by several laboratories.
RmlCD inh 1536 – M. tuberculosis RmlC/RmlD coupled enzyme inhibitors, primary screen, biochemical, compound mixtures, 384-well, from 1536-well plates; RmlC+RmlD coupled enzyme assay, percent inhibition; primary screen in compound mixtures; inhibition, % at 3.6 µM; actives 0.03% (n = 160,000); in the data active means inhibition mostly above about 34%, no sharp cut-off; inconclusive means no clear call, values can overlap the other calls; inactive means mostly below about 22%; further: some results filed as inactive read as strong as hits
Target sequence (P9WH09 whole entry, looked up): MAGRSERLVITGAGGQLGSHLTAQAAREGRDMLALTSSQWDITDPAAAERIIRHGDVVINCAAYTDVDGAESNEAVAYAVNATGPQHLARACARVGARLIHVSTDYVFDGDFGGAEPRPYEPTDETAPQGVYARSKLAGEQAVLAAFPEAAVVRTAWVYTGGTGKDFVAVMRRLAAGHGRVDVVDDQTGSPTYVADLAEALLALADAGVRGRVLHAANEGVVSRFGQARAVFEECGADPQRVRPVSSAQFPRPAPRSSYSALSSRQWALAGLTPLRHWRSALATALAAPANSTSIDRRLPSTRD
Target sequence (P9WH11 whole entry, looked up): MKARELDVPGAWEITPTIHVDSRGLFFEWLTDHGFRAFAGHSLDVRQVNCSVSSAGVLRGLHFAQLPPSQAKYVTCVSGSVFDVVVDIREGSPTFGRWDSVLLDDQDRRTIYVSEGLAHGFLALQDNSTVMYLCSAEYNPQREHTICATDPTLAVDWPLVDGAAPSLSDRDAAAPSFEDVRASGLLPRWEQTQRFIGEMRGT
GlmU inhibition – inhibition of mycobacterial GlmU enzyme – biochemical, glucosamine-1-phosphate acetyltransferase (AID 1376). Bifunctional protein GlmU (Mycobacterium tuberculosis (strain ATCC 25618 / H37Rv)). M. tuberculosis GlmU acetyltransferase enzyme assay; higher % means a stronger effect. inhibition, %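 (tested at 30 µM in the primary screen)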; hits with a dose series show IC50 in µM. actives 0.25% (n = 220,000); in the data active means inhibition above about 13%; inconclusive means no clear call, values can overlap the other calls;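 further: 0% = complete reaction with vehicle and 100% = reaction without substrate; strong numbers were not always called active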
The depositor's hits bear a star; u = inconclusive; x = not tested or not shown.

SMILES	RmlCD inh 1536	GlmU inhibition
CCOC(=O)c1sc(N=NC2=C(O)CCCC2=O)c(C(=O)OCC)c1C	3.7	7.7%
CCCC(=O)NC1=C(C#N)C2(CCCC2)Cc2ccccc21	-2.6	-0.7%
COc1ccc(OC)c(/C=C2\SC(=S)N(C(C(=O)O)c3ccccc3)C2=O)c1 (configuration not stated)	x	-6.8%
CC(=O)N1CC=CC1(C)C(=O)NCc1cc(F)cc(C(F)(F)F)c1 (configuration not stated)	x	-2.5%
O=c1c(Cc2ccc(F)cc2)c(O)ccn1C1CC1	6.8	3.1%
CCCCCn1c(N2CCC(Cc3ccccc3)CC2)nc2c1c(=O)[nH]c(=O)n2C	x	8.1%
Cc1ccc(C2CC(=O)NC(SCc3ccccc3)=C2C#N)cc1 (configuration not stated)	x	4.3%
O=C(Cn1nc(-c2ccccc2)ccc1=O)NCCN1CCN(Cc2ccccc2)CC1	-2.0	0.4%
CC(Oc1ccc(Cl)cc1)C(=O)NCCN1C(=O)S/C(=C\c2cccnc2)C1=O (configuration not stated)	8.2	0.5%
O=C(Nc1ccc(OC(F)(F)F)cc1)c1ccc2ccccc2n1	1.9	-2.4%
CCCOc1nnnn1-c1ccccc1	x	-5.1%
COC(=O)c1c(NC(=O)c2ccccc2[N+](=O)[O-])sc2c1CC(C)(C)NC2(C)C	-4.0	-4.9%
CC(C)Cc1nnc(NC(=O)Cc2ccc([N+](=O)[O-])cc2)s1	-11.5	-4.0%
COC(=O)c1cc(=O)n(-c2ccc(F)cc2)c(=Nc2ccc(F)cc2)s1	x	5.1%
NC(=O)c1cc(C(=O)c2ccc(Cl)cc2Cl)c[nH]1	-8.5	1.2%
CCOC(=O)C1=C(c2ccccc2)Nc2ncnn2C1c1ccc(OC)c(OC)c1OC (configuration not stated)	-3.5	1.9%
COc1ccc(C(=O)Nc2nc(N3C(=O)c4ccccc4C3=O)n(-c3ccccc3)n2)cc1	x	0.7%
OCCCCCN=c1cc(-c2ccccc2)oc2ccc(Cl)cc12	10.7	-2.6%
COc1cc(/C=N/n2cnnc2)ccc1OCCOc1ccccc1	-2.2	3.3%
COc1cc(O)c(C(CCN2CCOCC2)c2ccc(N(C)C)cc2)c(OC)c1 (configuration not stated)	6.0	-4.5%

Molecules above that contain nitrogen in an aromatic ring:
SMILES	RmlCD inh 1536	GlmU inhibition
O=c1c(Cc2ccc(F)cc2)c(O)ccn1C1CC1	6.8	3.1%
CCCCCn1c(N2CCC(Cc3ccccc3)CC2)nc2c1c(=O)[nH]c(=O)n2C	x	8.1%
O=C(Cn1nc(-c2ccccc2)ccc1=O)NCCN1CCN(Cc2ccccc2)CC1	-2.0	0.4%
CC(Oc1ccc(Cl)cc1)C(=O)NCCN1C(=O)S/C(=C\c2cccnc2)C1=O (configuration not stated)	8.2	0.5%
O=C(Nc1ccc(OC(F)(F)F)cc1)c1ccc2ccccc2n1	1.9	-2.4%
CCCOc1nnnn1-c1ccccc1	x	-5.1%
CC(C)Cc1nnc(NC(=O)Cc2ccc([N+](=O)[O-])cc2)s1	-11.5	-4.0%
COC(=O)c1cc(=O)n(-c2ccc(F)cc2)c(=Nc2ccc(F)cc2)s1	x	5.1%
NC(=O)c1cc(C(=O)c2ccc(Cl)cc2Cl)c[nH]1	-8.5	1.2%
CCOC(=O)C1=C(c2ccccc2)Nc2ncnn2C1c1ccc(OC)c(OC)c1OC (configuration not stated)	-3.5	1.9%
COc1ccc(C(=O)Nc2nc(N3C(=O)c4ccccc4C3=O)n(-c3ccccc3)n2)cc1	x	0.7%
COc1cc(/C=N/n2cnnc2)ccc1OCCOc1ccccc1	-2.2	3.3%

Next section
SMILES	RmlCD inh 1536	GlmU inhibition
Cc1ccc(S(=O)(=O)N2CCCOC2CNC(=O)C(=O)NC2CCCCC2)cc1 (configuration not stated)	-10.8	-5.8%
CCC(C)[C@H](NC(=O)NC(C)C)C(=O)O (some centres not stated)	x	2.7%
Cc1nc2c(sc3nc4c(cc32)COC(C)(C)C4)c(=O)n1CC(=O)NCc1ccco1	15.8	-0.9%
Cc1ccc(S(=O)(=O)C2CS(=O)(=O)CC2O)cc1 (configuration not stated)	x	3.4%
Cc1ccc2nc(NC(=O)C3CCN(S(=O)(=O)c4cccs4)CC3)sc2c1	-8.8	-2.4%
Cn1nnnc1NCc1cccc(Cl)c1	5.3	3.1%
Cc1cc(Br)c(NC(=O)CCl)c(Br)c1	-11.6	2.2%
CCOc1ccc(N(C(C)C(=O)NC(C)CC)S(C)(=O)=O)cc1 (configuration not stated)	-1.1	1.9%
O=C1NC2(CCCCCC2)Cc2ccccc21	10.6	-1.6%
S=C(Nc1ccc2c(c1)OCO2)Nc1ccccc1Cl	10.7	1.9%
O=C1C(Cl)=C(Nc2ccccc2O)C(=O)N1CCc1ccccc1	-10.1	85.3µM*
CN(C)CCOC(=O)C12CC3CC(CC(C3)C1)C2	-6.9	-3.6%
CC(=O)N1Cc2ccccc2C(C)CC12CCCC2 (configuration not stated)	x	1.7%
CC1Cc2nc(SCC(=O)Nc3nccs3)n(Cc3ccccc3)c(=O)c2S1 (configuration not stated)	-7.1	8.7%
CC(C)C(=O)Nc1nnc(SCC(=O)NCc2ccc3c(c2)OCO3)s1	-12.0	2.6%
CC(=O)NC(Cc1ccccc1)C(=O)OCC(=O)c1ccc(Cl)cc1 (configuration not stated)	12.2	1.5%
O=C(NCC1CCCO1)c1ccccn1 (configuration not stated)	x	1.8%
O=C(COC(=O)C12CC3CC(CC(Br)(C3)C1)C2)Nc1cccnc1Cl	-10.4	0.7%
COc1cc(/C=N/NC(=O)c2cc(C34CC5CC(CC(C5)C3)C4)[nH]n2)ccc1O	-7.7	1.7%
O=C1COc2ccc(C(=O)COC(=O)CNC(=O)c3ccccc3)cc2N1	-3.1	0.6%
Cc1sc(NC(=O)C2CCCCC2C(=O)O)c(C(N)=O)c1C (configuration not stated)	7.0	-0.2%
CCOCCCn1c(=NC(C)=O)c(C(=O)OCC)cc2c(=O)n3ccccc3nc21	-5.3	1.2%
Cc1ccc(NC(=O)c2ccco2)c(NC(=O)Cc2cccs2)c1	x	1.2%
Brc1ccc(-c2csc(-c3c[nH]c4ccccc34)n2)cc1	x	-4.0%
O=C(COC(=O)CN1C(=O)C2CCCCC2C1=O)Nc1cc(S(=O)(=O)N2CCOCC2)ccc1Cl (configuration not stated)	-11.5	-4.7%
COc1ccccc1/C=N/N1C(=O)C2C3C=CC(CC3)C2C1=O (configuration not stated)	-0.8	-0.3%
Cc1cccc(N2CCN(C(=O)c3ccc(Cl)c(S(=O)(=O)NCc4ccco4)c3)CC2)c1C	0.0	5.1%
CN(C)C=NC(=O)c1ccc([N+](=O)[O-])c(CS(=O)(=O)c2ccc(Cl)cc2)c1	6.6	-2.0%
Cc1nc2ccccc2c(=O)n1NC(=O)CCC(=O)O	-15.0	-2.5%
COc1ccccc1C(=O)NCCCn1cc(Br)c(C)n1	-13.3	-2.5%
O=C(O)c1ccc(NC(=O)c2cccs2)cc1	6.6	2.4%
COc1cccc(-n2c(SCC(=O)NCCc3ccccc3)nnc2-c2ccoc2C)c1	-8.3	-1.6%
COc1ccc(C(=O)NCCC2=CCCCC2)cc1	-10.7	4.8%
Cc1ccc(-c2nc(SCC(=O)NCCN3C(=O)CSC3=O)[nH]c2-c2ccc(C)cc2)cc1	0.5	x
Cc1ccc(NC(=O)CN2C(=O)NC(C)(CCc3ccccc3)C2=O)cc1 (configuration not stated)	3.8	0.8%
Cc1ccc(S(=O)(=O)NCC(=O)N2CCN(c3ccccc3F)CC2)cc1	4.0	3.5%
COc1cccc(NC(=S)N(CCCN2CCOCC2)Cc2cn(C)c3ccccc23)c1	7.9	-4.2%
Cc1ccc(/C=C/c2nc3ccccc3[nH]2)o1	3.7	6.7%
COc1ccc(Cn2cccc(NC(=O)Nc3ccc(C#N)cc3)c2=O)cc1	29.6	-0.7%
CCCN1C2CCCC1CC(NC(=O)c1ccccc1)C2 (configuration not stated)	x	2.2%

Gathered by group: the entries above with a CF3 group.
SMILES	RmlCD inh 1536	GlmU inhibition
CC(=O)N1CC=CC1(C)C(=O)NCc1cc(F)cc(C(F)(F)F)c1 (configuration not stated)	x	-2.5%
O=C(Nc1ccc(OC(F)(F)F)cc1)c1ccc2ccccc2n1	1.9	-2.4%

More structures follow.
SMILES	RmlCD inh 1536	GlmU inhibition
Nc1n[nH]c(N)c1N=Nc1ccc(Cl)cc1	u	-4.0%
O=[N+]([O-])c1cccc(-c2cc(C(F)(F)F)n3nc(-c4ccccc4)cc3n2)c1	-0.8	0.7%
O=C(O)CSc1nccn1-c1cccc(Cl)c1	x	-1.9%
O=C(CN1C(=O)C(=O)c2ccccc21)NC1CCCCC1	x	-3.2%
CC(C)CCn1cnc2c([nH]c3cccc(Cl)c32)c1=O	x	3.2%
COc1ccc(C)cc1NS(=O)(=O)c1cccc2nonc12	u	x
Cc1cc(C)n2nc(SCC(=O)NCc3ccco3)nc2n1	10.7	4.8%
Oc1ccccc1C1CC(c2cccs2)=NC(c2ccc(Cl)cc2)N1 (configuration not stated)	7.6	5.7%
COc1cc2cc(CN(CCc3cccc(C)c3)C(=S)NCCCN(C)C)c(=O)[nH]c2cc1OC	x	-3.8%
CC(C)(C)c1ccccc1NC(=O)c1ccco1	x	1.9%
O=C(CCc1nnc(CCCCc2ccccc2)o1)N1CCCCC1CCO (configuration not stated)	x	-4.1%
CCCCNC(=O)N1CCN(Cc2ccc(F)cc2)CC1	0.7	2.1%
CN(C(=O)Cc1ccccc1)n1cnnc1	x	-3.4%
O=C(c1ccc(S(=O)(=O)N2CCOCC2)cc1)N1CCN(C2=NS(=O)(=O)c3ccccc32)CC1	1.3	-4.4%
COC(=O)CSC1=C(C#N)C(c2ccc(C(C)C)cc2)CC(=O)N1 (configuration not stated)	7.0	-4.4%
CCCn1c(-c2cccc([N+](=O)[O-])c2)nc2c1c(=O)[nH]c(=O)n2Cc1ccccc1	x	0.4%
CCOC(=O)C(/C(C)=N/NC(=O)c1ccccc1[N+](=O)[O-])C(C)C (configuration not stated)	6.7	3.0%
Cc1ccccc1N(CC(=O)N/N=C/c1ccc(Cl)cc1)C(=O)c1ccccc1	12.5	5.5%
Cn1c(=O)c(Nc2ccc(Cl)cc2)c2c3c(cccc31)C(=O)c1ccccc1-2	2.4	-2.0%
O=C(OCCNC(=O)c1ccc2ccccc2n1)c1cccnc1	8.7	-2.4%

Continued; the last four above are carried over.
SMILES	RmlCD inh 1536	GlmU inhibition
CCOC(=O)C(/C(C)=N/NC(=O)c1ccccc1[N+](=O)[O-])C(C)C (configuration not stated)	6.7	3.0%
Cc1ccccc1N(CC(=O)N/N=C/c1ccc(Cl)cc1)C(=O)c1ccccc1	12.5	5.5%
Cn1c(=O)c(Nc2ccc(Cl)cc2)c2c3c(cccc31)C(=O)c1ccccc1-2	2.4	-2.0%
O=C(OCCNC(=O)c1ccc2ccccc2n1)c1cccnc1	8.7	-2.4%
CCOc1ccc2c(=O)c(-c3ccc4c(c3)OCCCO4)c(C)oc2c1	3.3	-8.0%
CCOc1ccc(OCCCCOc2ccccc2C(C)=O)cc1	x	-6.7%
O=C(Nc1nc(=O)c2ccccc2s1)c1ccc(Cl)cc1	8.5	0.4%
COc1cc(N/C=C2\CC(=O)NC(C)=C2C#N)cc(OC)c1OC	-11.2	-1.4%
CCOC(=O)C1(CCc2ccccc2)CCN(C2CCSCC2)CC1	3.3	-0.1%
CCOc1ccccc1N(CC(=O)N1CCOCC1)S(=O)(=O)c1ccccc1	3.7	x
C/C(Cn1nnc2ccccc21)=N\NC(=O)c1ccc(Br)cc1	-8.1	0.2%
CC(C)C[C@H](NC(=O)c1[nH]cnc1C(=O)N[C@@H](C)c1ccccc1)C(=O)OCc1ccccc1	x	0.6%
C=CCOC(=O)C1=C(C)OC(N)=C(C#N)C1c1ccoc1 (configuration not stated)	1.6	2.2%
Cc1cccc(C)c1NC(=O)COC(=O)c1ccc(N2CCCC2)c([N+](=O)[O-])c1	-7.6	-2.9%
CCc1nc(CN2CCN(c3ccc(C(F)(F)F)cn3)CC2)c(C)[nH]1	-6.9	3.3%
CC1=C(C(=O)OC(C)C)C(c2ccc(F)cc2)NC(=O)N1 (configuration not stated)	u	2.8%
O=C(COc1ccc(Cl)cc1)N1CCN(c2cccc(C(F)(F)F)c2)CC1	x	-5.0%
COc1ccc(CN=CC2=C(O)CNC2=O)cc1OC	-8.2	-3.2%
CC(=O)N/C(=C/c1ccc(OS(=O)(=O)c2ccc(C)cc2)cc1)C(=O)Nc1ccc(C(=O)O)cc1	-4.4	-2.2%
COCc1cc(N2CCOCC2)nc(-c2ccccc2)n1	-5.3	0.7%
O=C(N/N=C/c1ccco1)c1cc(-c2ccc(Cl)cc2)n[nH]1	-13.2	-4.8%
Cc1ccc(CCNC(=O)C2CCN(C(=O)N(C)C)CC2)cc1	35.1	-3.4%
Cc1ccccc1Cc1c(C)nc2nc(SCC(=O)NCc3ccco3)nn2c1C	10.0	2.5%
COc1ccc(-c2nnc(Nc3ccc(CC(N)=O)cc3)c3ccccc23)cc1	3.6	-0.1%
O=C(CCNS(=O)(=O)c1ccccc1)Nc1ccc(Cl)cc1C(=O)c1ccccc1	4.1	-7.4%
COC(=O)COc1ccc(S(=O)(=O)N2CCN(c3ccc(F)cc3)CC2)cc1	15.0	5.0%
O=C(CSc1ncnc2nc[nH]c12)N1CCN(c2ccc(Cl)cc2)CC1	x	-4.7%
Cc1ccc(-c2cc(-c3ccc(F)cc3)nc(N)c2C#N)o1	9.1	1.3%
CCCCOC(=O)NC1(C)CCS(=O)(=O)C1 (configuration not stated)	x	0.8%
C[C@]12CCC(=O)C[C@@H]1CC[C@@H]1[C@@H]2CC[C@@]2(C)[C@H]1CC[C@]2(C)O	2.3	x
CC(C1CC1)N(Cc1ccccc1)C(=S)Nc1cccc(C(F)(F)F)c1 (configuration not stated)	-10.2	1.7%

Some of the compounds tested (hit frequency here may not be typical).
